Screening data deposited in PubChem by IUPUI and University of Michigan.
ST2 inh: inhibitors of human ST2 (IL1RL1) binding to IL-33; AlphaLISA ST2-Fc/biotin-IL-33 interaction, 1 h; Q01638; inhibition, % for hits at 17 µM; 78,000 compounds, 2.3% hits; AID 1259354; in the data active = inhibition above about 30%; inconclusive = mostly about 10% to 28%
Target sequence (Q01638 whole entry, looked up): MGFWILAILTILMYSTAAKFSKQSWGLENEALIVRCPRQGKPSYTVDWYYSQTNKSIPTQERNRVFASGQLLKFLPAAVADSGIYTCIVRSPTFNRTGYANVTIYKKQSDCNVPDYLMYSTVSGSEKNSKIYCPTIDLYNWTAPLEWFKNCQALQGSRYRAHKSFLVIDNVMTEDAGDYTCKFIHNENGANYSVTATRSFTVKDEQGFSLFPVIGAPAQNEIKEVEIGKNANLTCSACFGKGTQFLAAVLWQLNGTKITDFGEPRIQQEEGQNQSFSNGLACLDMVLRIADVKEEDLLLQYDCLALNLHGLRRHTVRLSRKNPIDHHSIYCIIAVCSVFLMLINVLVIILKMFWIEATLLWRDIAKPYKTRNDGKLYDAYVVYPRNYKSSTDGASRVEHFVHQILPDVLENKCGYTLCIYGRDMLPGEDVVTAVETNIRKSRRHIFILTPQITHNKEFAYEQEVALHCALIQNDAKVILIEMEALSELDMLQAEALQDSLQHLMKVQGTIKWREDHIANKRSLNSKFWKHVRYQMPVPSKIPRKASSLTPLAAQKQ
* hit, by the source's call; i = inactive; ? = inconclusive; ! = repeats disagree.

SMILES	ST2 inh
O=C1OC(c2ccc(Br)cc2)=N/C1=C\N1CCCCC1	?
CCCCN1C(=O)c2ccccc2C1C(=O)NC1CCCC1 (stereo unspecified)	?
Cc1ccc(C(=O)ON=C2C=CC(=NOC(=O)c3ccccc3Br)C=C2)cc1	?
O=C1CCCC2=C1C(c1ccc(Cl)cc1)n1nc(SCc3ccccc3)nc1N2 (stereo unspecified)	i
CCN(CC)CCN1C(=O)c2ccccc2NC1c1ccc(Br)cc1 (stereo unspecified)	?
Cc1ccc(F)cc1NC(=O)CNc1nc(-c2cccnc2)nc2c1CNC2	i
C=CCSc1nnc2c(n1)OC(c1ccc(C(=O)O)cc1)N(C(C)=O)c1ccccc1-2 (stereo unspecified)	?
CN(C)CCN1C(=O)C2C3c4ccccc4C([N+](=O)[O-])(c4ccccc43)C2C1=O (stereo unspecified)	?
COc1ccc(S(=O)(=O)N2CCC(N3CCCC3=O)CC2)c(OC)c1	i
COc1ccccc1N1C(=N)S/C(=C/c2ccc(Br)c([N+](=O)[O-])c2)C1=O	i
CC(C)(C)c1[nH]nc2c1C(c1cn[nH]c1-c1ccc(F)cc1)C(C#N)=C(N)O2 (stereo unspecified)	i
O=C(Nc1ccc(S(=O)(=O)Nc2ncccn2)cc1)c1sc2ccccc2c1Cl	i
COc1cc(O)c(O)c(OC)c1C(=O)/C=C/c1ccccc1	i
Cc1cc(C)c(C(=O)N2CCC(n3cc(C4CC4)nn3)CC2)cc1C	i
CS(=O)(=O)c1ccc2nc(NC(=O)CN3C(=O)CCC3=O)sc2c1	i
CC1=C(C(=O)OC2CCCCC2)C(c2cccs2)n2c(nc3ccccc32)N1 (stereo unspecified)	i
O=C1c2ccccc2C(=O)C1C1=Nc2ccccc2NC(c2ccccc2)C1 (stereo unspecified)	31%*!
O=C(CCS(=O)(=O)c1ccc(Br)s1)Nc1ccc(F)cc1	i
O=C(Nc1ccc2c(c1)OCO2)C1CCN(S(=O)(=O)c2ccc(F)cc2)CC1	i
O=C(C1CC=CCC1)N1CCc2[nH]nc(-c3ccc(F)c(F)c3)c2C1 (stereo unspecified)	i
Cc1ccc(N2Cc3ccccc3C2=O)cc1	i
COc1ccccc1-c1cc2n(C)c(C)c(CCC(=O)NC3CCCCC3)c(=O)n2n1	i
CCCOc1ccccc1C1CC(=O)C2=C(C1)Nc1ccccc1NC2c1ccc(OC)cc1 (stereo unspecified)	i
O=C(/C=C1\Sc2ccccc2N(Cc2ccc(F)cc2)C1=O)NC1CCCC1	i
CCn1c(C)ccc(C(=O)N(C)CCSc2ccc(C)cc2)c1=O	i
(next part)
SMILES	ST2 inh
CN(Cc1csc(-c2ccccc2)n1)C(=O)CC1COCCN1 (stereo unspecified)	i
COc1ccc(S(=O)(=O)NCc2cccnc2)c(C)c1C	i
O=C(Nc1ccccc1C(=O)O)c1ccccc1	33%*
Cc1ccc(S(=O)(=O)N2CCN(c3ccc([N+](=O)[O-])c(N4CCOCC4)c3)CC2)cc1	i
CC1=NOC(C)(C(=O)N2CCC(O)(c3ccc(C)cn3)CC2)C1 (stereo unspecified)	i
Cc1cnccc1N1CCCN(C(=O)c2cc(C3CC3)[nH]n2)CC1	i
Cc1ccc(-n2c(SCC(=O)Nc3cccc(C(F)(F)F)c3)nc3c(c2=O)SCC3)cc1	i
CCN(CC)C(=O)C1CCCN(Cc2ccc(OC)c(C)c2)C1 (stereo unspecified)	i
O=C(CCCn1cnc([N+](=O)[O-])n1)Nc1cc(Cl)ccc1Cl	i
COc1cc2c(cc1OC)C(c1ccc([N+](=O)[O-])cc1)N(C(C)=O)CC2 (stereo unspecified)	i
Cc1ccnc(Nc2nc(-c3ccncc3)cs2)c1	i
Cc1ccc(C2CC(C(F)(F)F)n3ncc(C(=O)Nc4ccc(C(C)O)cc4)c3N2)cc1 (stereo unspecified)	i
O=C(CSc1nnc(Cc2cc(=O)[nH]c(=O)[nH]2)n1-c1ccccc1)NCc1ccco1	?
CCCC1C(C#N)=C(N)Oc2n[nH]c(CC(=O)OC)c21 (stereo unspecified)	i
O=C(Nc1cccc(-c2nc3ccccc3[nH]2)c1)c1cccnc1	i
COc1cc(CN2CCCCC2CO)c([N+](=O)[O-])cc1OC (stereo unspecified)	i
OCCNCCOc1ccc(Cl)cc1Br	i
CC(=O)N1N=C(c2ccco2)CC1c1cc2ccc(C)cc2nc1Cl (stereo unspecified)	?
Cc1ccc(-c2cc(N3CCN(S(=O)(=O)Cc4ccccc4)CC3)ncn2)cc1	i
CCn1cc(C(=O)NC2CCCC(C)C2C)c2cc(OC)c(OC)cc2c1=O (stereo unspecified)	?
Cc1cc(CC(C)NC(=O)c2c(Cl)cnn2C)n[nH]1 (stereo unspecified)	i
CC(=O)c1c(C)nc(C)nc1N	i
Clc1ccc(Cl)c(OCCCCN2CCNCC2)c1	i
O=S(=O)(N1CCCCCC1)N1CC[C@@H](c2ccc3c(c2)OCO3)[C@H](O)C1	?
Cc1ccc(/C=C(\C#N)c2nc3ccc(C)cc3[nH]2)cc1	32%*
Next section.
SMILES	ST2 inh
O=c1nc(/C=C/c2ccc(Br)cc2)oc2ccccc12	?
O=C(c1ccc2ncsc2c1)N(C/C=C/c1ccccc1)CCO	?
O=C(c1cc2ccccc2o1)N1CCN=C1SCc1cccnc1	?
CSc1nnc(Sc2c([N+](=O)[O-])nc(C)n2Cc2ccccc2)s1	?
Cc1csc(NC(=O)C2C3C=CC(C3)C2C(=O)O)n1 (stereo unspecified)	i
Cc1ccc(-c2csc3ncn(-c4ccccc4)c(=O)c23)c(C)c1	i
Clc1ccccc1CN1CCc2c([nH]c3ccccc23)C1	i
CC(C)OCCCNC(=O)CN1C(=O)/C(=C/c2ccccc2F)Sc2ccccc21	?
Nc1ccc(-n2cc(CCO)cn2)cn1	i
CCc1ccc(NS(=O)(=O)c2cc(Cl)ccc2OC)cc1	i
COC(=O)c1ccc(C(=O)N2CCCC(CO)(Cc3ccc(F)cc3F)C2)nc1 (stereo unspecified)	i
CCc1c(C)sc(NC(=O)c2cc(CC(C)C)on2)c1C#N	?
CCc1cc2c(=O)c(-c3nc4ccccc4s3)coc2cc1OC	i
COc1ccc(N(C)C(=O)Cc2c(C(=O)O)[nH]c3ccccc23)cc1	i
COc1cc(C)c(CN2CCCN(C)CC2)cc1C	i
COCC(=O)NC[C@H]1O[C@@H](CO)[C@@H](O)[C@H]1N1CCN(c2ccc(F)cc2)CC1	?
CC(CC1CCCCC1)NCCS(=O)(=O)N(C)C (stereo unspecified)	i
O=C1Nc2ccccc2N(O)N1c1ccccc1Cl	i
Cc1ccsc1C(=O)N1CCc2c(c(C(=O)N3CCC(O)CC3)nn2CCc2ccccc2)C1	i
CCOc1ccc(C2SC(NC(C)=O)=NN2C(C)=O)cc1 (stereo unspecified)	i
CC(C)C(NC(=O)C1CCCCC1)C(=O)Nc1ccccn1 (stereo unspecified)	i
CC1(C)C2CC[C@]3(C)C(C(=O)C=C4[C@H]5C[C@@](C)(C(=O)O)CC[C@]5(C)CC[C@]43C)[C@@]2(C)CC[C@@H]1O (stereo partly specified)	i
CNc1cc(-c2ccc3ccccc3n2)c2cc[nH]c2n1	52%*
COC(=O)c1cc2n(n1)CCCN(C(=O)c1nnn(Cc3ccccc3)c1C)C2	?
O=C(CCS(=O)(=O)c1cccc2nsnc12)N1CCN(Cc2ccc3c(c2)OCO3)CC1	i

Some of these compounds in order of length of the SMILES, ascending.
SMILES	ST2 inh
Nc1ccc(-n2cc(CCO)cn2)cn1	i
COc1cc(C)c(CN2CCCN(C)CC2)cc1C	i
CC(CC1CCCCC1)NCCS(=O)(=O)N(C)C (stereo unspecified)	i
CNc1cc(-c2ccc3ccccc3n2)c2cc[nH]c2n1	52%*
O=C(c1cc2ccccc2o1)N1CCN=C1SCc1cccnc1	?
CCc1c(C)sc(NC(=O)c2cc(CC(C)C)on2)c1C#N	?
Cc1ccc(-c2csc3ncn(-c4ccccc4)c(=O)c23)c(C)c1	i
CSc1nnc(Sc2c([N+](=O)[O-])nc(C)n2Cc2ccccc2)s1	?
COc1ccc(N(C)C(=O)Cc2c(C(=O)O)[nH]c3ccccc23)cc1	i
CC(C)OCCCNC(=O)CN1C(=O)/C(=C/c2ccccc2F)Sc2ccccc21	?
O=C(CCS(=O)(=O)c1cccc2nsnc12)N1CCN(Cc2ccc3c(c2)OCO3)CC1	i
Cc1ccsc1C(=O)N1CCc2c(c(C(=O)N3CCC(O)CC3)nn2CCc2ccccc2)C1	i
COCC(=O)NC[C@H]1O[C@@H](CO)[C@@H](O)[C@H]1N1CCN(c2ccc(F)cc2)CC1	?
CC1(C)C2CC[C@]3(C)C(C(=O)C=C4[C@H]5C[C@@](C)(C(=O)O)CC[C@]5(C)CC[C@]43C)[C@@]2(C)CC[C@@H]1O (stereo partly specified)	i

Later entries
SMILES	ST2 inh
O=C(CN1C(=O)/C(=C/c2ccccc2F)Sc2ccccc21)NCc1ccco1	i
CCOc1ccc(-n2c(C)nc3c(cnn3-c3ccc(C)c(C)c3)c2=O)cc1	i
O=C(CSc1cn(Cc2cccc(F)c2)c2ccccc12)Nc1nccs1	i
CCOC(=O)c1ccc(N2C(=O)c3ccccc3NC2c2ccc3c(c2)OCO3)cc1 (stereo unspecified)	i
CCC(NC(=O)C1=NNC(=O)CC1)c1ncccc1C (stereo unspecified)	i
O=C(NC1CC1)c1cc(NCCOc2cccc3cccnc23)ccn1	i
CCOc1ccc(CN2C(=O)CCC2(C)C(=O)NC(C)CC)cc1OC (stereo unspecified)	?
Cc1ccc(C(=O)Nc2cnn(-c3ccc(C(=O)N4CCC(c5ccc(F)cc5)C4)cc3)c2)c(C)c1 (stereo unspecified)	i
CC(NC(=O)c1nn2c(c1Cl)NC(c1ccco1)CC2C(F)(F)F)c1ccccc1 (stereo unspecified)	i
O=C(O)c1cc(=O)[nH]c2ccc(S(=O)(=O)N3CCCCC3)cc12	i
CN1CCN(C(=O)CN2C(=O)/C(=C\c3cccc(Cl)c3)Sc3ccccc32)CC1	?
NS(=O)(=O)c1ccc(CCNC(=O)CCC(=O)N2CC3CCCN3c3ccccc32)cc1 (stereo unspecified)	?
CCC(C)NC(=O)c1ccc2c(c1)N(Cc1cc(C)ccc1C)C(=O)CS2 (stereo unspecified)	i
O=[N+]([O-])c1ccc(N2CCCC2)cc1N1CCOCC1	i
CCC(CC)C(=O)NC[C@H]1O[C@@H](CC(=O)Nc2ccccc2)[C@H](O)[C@@H]1O	i
Nc1nnc(Cc2ccc(Cl)cc2Cl)s1	i
CC12COC3(C(=O)Nc4ccc(F)cc4)CC1CCC32C (stereo unspecified)	i
Cc1ccc(NC(=O)C2Cc3ccccc3C(=O)O2)cc1C (stereo unspecified)	?
CCOc1ccc(S(=O)(=O)NC2CCCCC2)c2cccnc12	i
Cc1ccoc1C(=O)NCC1CCN(Cc2ccc3nonc3c2)C1 (stereo unspecified)	?
Cc1ccc(-n2cc(CN(C)Cc3nonc3C)c(-c3cccc(C)c3)n2)cc1	?
NC(=O)[C@H](Cc1ccccc1)N1CC[C@H]2CN(C(=O)C3CCCCC3)CC[C@H]2CC1=O	i
COc1ccc(-n2cnc3cc(NC(=O)c4cc(OC)c(OC)c(OC)c4)ccc32)cc1	i
CC(C)Cc1nc(-c2ccc(C#CC(C)(C)O)o2)n(-c2ccccn2)n1	i
COc1ccccc1Cn1c(CNS(=O)(=O)c2ccc(C(C)C)cc2)nc2cccnc21	i
(continued)
SMILES	ST2 inh
COc1ccc(C2SCCN2S(=O)(=O)c2ccc(Br)cc2)cc1 (stereo unspecified)	i
CCOc1ccccc1CN1CCN(Cc2ccc3nsnc3c2)CC1CCO (stereo unspecified)	i
Cc1nnnn1CCCN1CCCC2(CC1)CN(C)C(=O)O2 (stereo unspecified)	i
Cc1ccc(-c2[nH]nc3c2C(c2ccccc2F)C(C#N)=C(N)O3)cc1 (stereo unspecified)	i
CCOc1ccc(OCC)c(S(=O)(=O)NCc2cccnc2)c1	i
COc1ccc(-n2nc3c(c2NC(=O)c2ccc(Br)cc2)CSC3)cc1	?
Cc1c(Cl)ccc(S(=O)(=O)N2CCN(c3ccc(F)cc3)CC2)c1Cl	i
Cc1c(C(=O)N2c3ccccc3CC2C)sc2nc(-c3ccccc3)cn12 (stereo unspecified)	i
COc1ccc(CC(=O)c2ccc(O)cc2O)cc1OC	?
COc1ccccc1Oc1ncccc1CNC(=O)C1CCOC1 (stereo unspecified)	i
COc1cc(C(=O)Nc2ccccc2F)cc(OC)c1OC	i
COCCN[C@H]1[C@@H]2OC[C@@H](O2)[C@@H](NCc2cnc3ccccc3c2)[C@@H]1O	?
Cc1ccc(N2CCN(Cc3ccc(C)o3)CC2)cc1	?
Oc1oc(-c2ccc(Cl)cc2)nc1C=Nc1cc(Cl)ccc1Cl	i
O=C1C[C@H]2CC[C@@H](CN1)N2C(=O)Cn1nnc(-c2ccc(F)cc2)n1	i
COc1cccc(CC2CN(C(=O)CCCc3cccs3)CCO2)c1 (stereo unspecified)	i
CC1CC(=O)N(CC(=O)NCc2ccco2)c2ccccc2S1 (stereo unspecified)	i
O=C(COc1ccc([N+](=O)[O-])cc1)c1ccc(Br)cc1	i
Cc1ccc(C2CC(C(F)(F)F)n3nc(C(=O)NCC4CCCO4)cc3N2)cc1 (stereo unspecified)	i
O=C(Nc1ccc(S(=O)(=O)N2CCOCC2)cc1)c1ccc2c(c1)OCO2	i
Cc1cc(C)n(-c2cccc(CNC(C)c3cnn(-c4cccc(F)c4)c3C)c2)n1 (stereo unspecified)	?
CCOCCCNC(=O)C1(O)c2cc(Br)ccc2NC(=O)N1c1ccccc1 (stereo unspecified)	?
O=C(Nc1cccc2cccnc12)C(=O)Nc1cccc2cccnc12	i
COc1cccc2ccc(N3CCC4(CC3)CN(C)CCN4C)nc12	i
O=C(Nc1ccc(F)c(Cl)c1)c1cc(-c2ccc(Cl)cc2)on1	i
CCNc1ncc(C(=O)N2CCCC3(C=Cc4ccccc4O3)CC2)cn1 (stereo unspecified)	i

These rows are one share of the data; rates above refer to the full screens.
